# Assay outcomes (PubChem)
# LMP1 NFkB inh – reduces LMP1-driven NF-kappaB luciferase signal; LMP1-induced NF-kappaB luciferase reporter cells, luminescence; inhibition, % at 12.5 µM; actives 0.69% (n = 350,000); AID 504558; in the data active means inhibition above about 41%;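 further: 0% = neutral control wells and 100% = reference inhibitor control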
# NR2E3 ag-1 – NR2E3 (human) agonism. GST-NR2E3/biotin-RetCOR TR-FRET, 1536-well. inhibition of corepressor binding, % at 4.78 µM. actives 0.12% (n = 320,000). AID 2300;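 active means percent inhibition above the cutoff of mean plus 3 SD of all tested compounds, set per screening campaign, cut at about 20% in these data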;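 further: 0% = DMSO wells and 100% = biotin wells as full block of FRET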
# Target sequence (Q9Y5X4 whole entry, looked up): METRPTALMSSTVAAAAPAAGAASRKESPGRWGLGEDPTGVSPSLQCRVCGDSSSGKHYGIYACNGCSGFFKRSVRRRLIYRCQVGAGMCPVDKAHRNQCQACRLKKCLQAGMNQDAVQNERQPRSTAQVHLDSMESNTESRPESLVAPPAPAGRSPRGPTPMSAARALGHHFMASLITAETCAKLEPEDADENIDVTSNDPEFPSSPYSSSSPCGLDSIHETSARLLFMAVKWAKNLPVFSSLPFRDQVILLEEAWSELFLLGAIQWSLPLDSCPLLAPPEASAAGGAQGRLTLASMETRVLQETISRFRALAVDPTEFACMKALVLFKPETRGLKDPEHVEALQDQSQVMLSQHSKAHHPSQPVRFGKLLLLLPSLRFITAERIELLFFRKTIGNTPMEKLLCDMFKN
#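 system = GST-tagged NR2E3 plus biotinylated RetCOR corepressor | input = 1.35 nM GST-NR2E3 | also added = 7 nM biotin-RetCOR | schedule = 5 h incubation at 4 °C | measured by = TR-FRET with europium anti-GST and streptavidin-D2, 340 nm excitation | read-out = percent loss of FRET ratio relative to control wells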
# HIF-2a inh – blocks HIF-2a reporter activity. inhibition, % at 18.8 µM. 786-0 RCC cells HIF-2a reporter, luciferase luminescence, overnight. actives 0.72% (n = 360,000). AID 624352;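 active means inhibition of the luminescence signal of 40% or more relative to plate controls, in a single-dose primary screen at 18.75 µM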
# NR2E3 ag-2 – activates human NR2E3 receptor; AID 602229; inhibition of corepressor binding, % at 3.98 µM; actives 0.35% (n = 360,000); CHO-S Gal4-NCOR/VP16-NR2E3 two-hybrid, luciferase;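 active means inhibition above the mean of all tested compounds plus 3 SD, cut at about 70% in these data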;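 further: 0% = DMSO with NR2E3 transfected cells and 100% = cells lacking NR2E3 construct; higher means lower luciferase signal from less NR2E3 corepressor binding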
# Peg3 promoter – Peg3 promoter activity inhibition. inhibition, % at 20 µM. AID 588405. HeLa PEG-Prom luciferase reporter, luminescence, overnight. actives 1.7% (n = 360,000);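 active means inhibition of at least 50% at 20 µM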
# CF NFkB inh – blocks PAF-induced NF-kB reporter in cystic fibrosis cells; KKLEB NF-kB-GFP reporter, GFP fluorescence overnight; inhibition, % at 5 µM; actives 0.86% (n = 360,000);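 active means at least 50% inhibition at 5 µM, scaled per plate between neutral and stimulator controls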;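 further: PAF is a Pseudomonas aeruginosa culture filtrate used as stimulus; plate controls were PAF-stimulated DMSO wells for no effect and unstimulated DMSO wells for full effect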
# KKLEB cytotox – reduces viability of KKLEB cystic fibrosis airway cells; KKLEB CF airway cells viability, ATPlite luminescence, overnight; stronger effect = lower value; cells stimulated with P. aeruginosa culture filtrate; activity change (cytotoxicity), % at 5 µM; actives 0.36% (n = 360,000);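 active means corrected activity change at or below -50% at 5 µM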
# MITF TRPM1 inh – inhibitors of MITF-driven TRPM1 promoter in melanoma cells; AID 488899; actives 0.83% (n = 330,000); SK-MEL-5 TRPM1 promoter luciferase, 24 h; inhibition, % at 12.5 µM;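 active means mean inhibition across replicates of 60% or more, whatever share of single replicates reaches that level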; further: values of inactives mirror those of a sister screen read the other way
# hiPSC survival – enhancers of human iPSC single-cell survival | hiPSC single-cell survival, ATPlite luminescence; 100% = ROCK inhibitor wells, 0% = DMSO | survival enhancement, % at 20 µM | actives 0.044% (n = 360,000); in the data active means survival enhancement above about 18%;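 further: cells exposed to compounds for 16 hours before the ATP read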
# C8 TRAIL sens – sensitizes caspase-8 expressing cells to TRAIL; AID 624354; NB7+C8 cells + TRAIL, ATPlite viability luminescence; actives 1% (n = 360,000); inhibition (viability loss, TRAIL sensitization), % at 10 µM;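 active means compounds causing at least 50% loss of cell viability in the single-dose screen, relative to plate controls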
# Shn3 inh set2 – reduces Shn3 3'UTR luciferase signal in osteoblasts; Clone20 osteoblast Shn3 3'UTR firefly luciferase, 24 h; inhibition, % at 12.5 µM; actives 0.52% (n = 360,000); AID 588674;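 active means mean inhibition of at least 75% with every replicate also reaching 75%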;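 further: 0% = median of neutral control wells and 100% = pilot-screen positive control compound; some compounds past the cut are filed as inactive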
# * marks the source's active call; other numbers are inactive results; · = no result given.
# Second line of a record – LMP1 NFkB inh, NR2E3 ag-1, HIF-2a inh, NR2E3 ag-2, Peg3 promoter, CF NFkB inh, KKLEB cytotox, MITF TRPM1 inh, hiPSC survival, C8 TRAIL sens, Shn3 inh set2
CCOC(=O)[C@@H]1[C@H]2COc3ccc(Br)cc3[C@@H]2N2C(=O)N(c3ccc(C)cc3)C(=O)[C@]12C
  1, 0, 11, -3, 2, 1, -11, 7, -2.2, -3, -5
Cc1ccc(NC(=O)CSc2ncnc3ccccc23)cc1S(=O)(=O)N1CCCCC1
  19, 1, 21, -30, 12, 41, 1, 17, -1.7, 19, 11
CCCc1cc(N2CCCC(C(=O)Nc3c(OC)cccc3OC)C2)n2ncnc2n1 (stereo not given)
  -3, 1, 4, -7, 17, 4, -14, 6, 0.1, 8, -8
COc1ccc(CCN2CC(C(=O)NCc3nc(C)c(C)s3)CCC2=O)cc1 (stereo not given)
  5, -7, 12, -1, 4, 17, -17, 3, -0.5, -7, 11
O=C(NN(CC(O)COc1ccccc1)CC(O)COc1ccccc1)c1ccccc1 (stereo not given)
  -3, 1, 21, 7, 15, -5, 11, -2, -0.3, -10, 10
COc1ccc(-c2cc(=O)c3ccc(O)cc3o2)cc1
  1, ·, -227, -53, -195, -12, 20, -82, -1.5, 33, -80
N#CCC(=O)N1CCN(C=O)CC1
  -15, 4, 20, 1, 7, 10, -3, 5, 1.8, 2, -5
CCCCC(=O)Nc1cccc(NC(=O)CC)c1
  8, 1, 11, -19, 8, 3, 2, 6, 1.2, -21, -23
CC(=O)Nc1cc(-c2ccc(N3CCN(C)CC3)cc2)cn2c(-c3cccc(C(C)=O)c3)cnc12
  ·, ·, -26, 1, -39, -29, 18, ·, -4.5, 10, -12
C(#CSCc1ccccc1)SCc1ccccc1
  -1, ·, -156, -4, -77, -16, -4, ·, 5.3, -11, -40
CS(=O)(=O)CCC(C(=O)N1CCOCC1)N1C(=O)c2cc(Cl)c(Cl)cc2C1=O (stereo not given)
  -19, -1, 14, -20, -1, -12, -14, 15, 4.6, -3, 4
COc1ccccc1-c1nc2n(n1)C(c1ccc(Cl)cc1)C(C(N)=O)=C(C)N2 (stereo not given)
  4, -1, 10, -22, 13, -2, -7, 10, 2.6, -4, -6
COc1ccc(-c2cc(=O)c3c(C)cc(O)cc3o2)cc1
  0, ·, -302, -90, -394, -40, 6, -78, -4.7, 48, -43
Cc1ccc(NC(=O)C(=O)NN=C2CCCC2)cc1C
  -3, -5, -62, -4, -143, 2, 13, -11, -0.6, -7, 10
O=C(CCNC(=O)c1ccccc1)NNC(=O)c1ccccc1Br
  -3, ·, 11, -29, -8, 7, 0, 2, -0.4, 6, 1
CCCCN1C(=O)C(=O)NC[C@@H]1C(C)CC (stereo not given in full)
  -7, 0, 0, -26, -2, -15, 6, -3, -0.1, 2, -12
c1ccc2c(CSc3ncnc4nc[nH]c34)cccc2c1
  5, -1, -1, 8, 14, 19, -37, -26, -0.5, 2, 39
OCC(O)C1OCOC(C(O)CO)C1O (stereo not given)
  6, ·, 8, -5, 7, 19, -14, 9, 2.1, -4, -5
N/N=C1\CCCc2c1[nH]c1ccc([N+](=O)[O-])cc21
  ·, 4, 21, -8, 31, -14, 2, ·, -0.5, 8, -10
COC(=O)c1cc(S(=O)(=O)NCc2cccc(OC)c2)cn1C
  -21, 0, 4, -11, -1, 19, -21, -6, -0.5, -2, -13

# Only MITF TRPM1 inh, C8 TRAIL sens and CF NFkB inh, for seven of the compounds above:
Molecule	MITF TRPM1 inh	C8 TRAIL sens	CF NFkB inh
O=C(NN(CC(O)COc1ccccc1)CC(O)COc1ccccc1)c1ccccc1 (stereo not given)	-2	-10	-5
COc1ccc(-c2cc(=O)c3ccc(O)cc3o2)cc1	-82	33	-12
N#CCC(=O)N1CCN(C=O)CC1	5	2	10
CCCCC(=O)Nc1cccc(NC(=O)CC)c1	6	-21	3
CC(=O)Nc1cc(-c2ccc(N3CCN(C)CC3)cc2)cn2c(-c3cccc(C(C)=O)c3)cnc12	·	10	-29
C(#CSCc1ccccc1)SCc1ccccc1	·	-11	-16
CS(=O)(=O)CCC(C(=O)N1CCOCC1)N1C(=O)c2cc(Cl)c(Cl)cc2C1=O (stereo not given)	15	-3	-12

# Later entries
# Second line of a record – LMP1 NFkB inh, NR2E3 ag-1, HIF-2a inh, NR2E3 ag-2, Peg3 promoter, CF NFkB inh, KKLEB cytotox, MITF TRPM1 inh, hiPSC survival, C8 TRAIL sens, Shn3 inh set2
Nc1ccn([C@@H]2O[C@H](C(=O)Nc3ccc(Oc4ccccc4)nc3)[C@@H](O)[C@H]2O)c(=O)n1
  ·, ·, 20, -45, 12, -11, -8, ·, -2.0, -17, -15
O=c1n(-c2ccccc2)c(=O)n2n1CCCC2
  -2, 0, -2, -11, 2, -9, 10, 3, -0.5, -14, 11
COc1cccc(C(c2sc3nc(C)nn3c2O)N2CCc3ccccc3C2)c1 (stereo not given)
  -11, -2, 2, -11, -11, 13, 10, 7, -2.1, 5, 10
COc1ccc(/C=C/C(=O)NNc2c(F)c(F)cc(F)c2F)cc1OC
  4, 3, 6, 12, -4, 18, -14, 9, -0.4, -5, -2
O=C(O)c1ccccc1-c1ccccc1C(=O)NCc1ccccc1F
  -6, 1, 17, -4, 0, 21, 5, 3, -0.2, 5, -13
CCCCN(C(=O)c1cc(CC)c(C)s1)c1c(N)n(CC(C)C)c(=O)[nH]c1=O
  7, 2, -1, -28, -13, 22, -3, -12, -0.4, -10, -3
CC1(C)OC2C(CO)OC(n3cnc4c(=S)nc(N)[nH]c43)C2O1 (stereo not given)
  ·, ·, 9, -6, 21, 9, -13, ·, 0.6, 11, -25
CN(CC(=O)NCc1cccs1)S(=O)(=O)c1cccc2cccnc12
  0, 2, 3, -36, -3, -2, 11, 9, 1.7, 6, 15
COc1ccc(CCNc2oc(-c3ccc(C)cc3)nc2C#N)cc1OC
  0, 0, -74, -13, -28, 10, 17, -25, -0.2, 2, 8
O=C1NC(NS(=O)(=O)c2ccc(Cl)cc2)(C(F)(F)F)C(=O)N1c1ccccc1 (stereo not given)
  10, 0, 5, -5, 9, -4, 10, 8, -1.1, 10, 17

# The closing two records of the section above come first, to join the parts:
# Second line of a record – LMP1 NFkB inh, NR2E3 ag-1, HIF-2a inh, NR2E3 ag-2, Peg3 promoter, CF NFkB inh, KKLEB cytotox, MITF TRPM1 inh, hiPSC survival, C8 TRAIL sens, Shn3 inh set2
COc1ccc(CCNc2oc(-c3ccc(C)cc3)nc2C#N)cc1OC
  0, 0, -74, -13, -28, 10, 17, -25, -0.2, 2, 8
O=C1NC(NS(=O)(=O)c2ccc(Cl)cc2)(C(F)(F)F)C(=O)N1c1ccccc1 (stereo not given)
  10, 0, 5, -5, 9, -4, 10, 8, -1.1, 10, 17
C[C@@H]1CC=C[C@H]2[C@H]1C(=O)N(Cc1ccccc1)[C@H]2c1cccc([N+](=O)[O-])c1
  -5, -2, 13, -44, 18, 56*, -21, -8, 0.7, 22, 87*
Cn1c(=N)n(CC(O)c2cccs2)c2ccccc21 (stereo not given)
  -7, 4, 2, -44, 11, 10, 10, 5, -1.9, -14, -13
O=C(NCc1ccco1)C1CCN(c2ccc(N3CCOCC3)nn2)CC1
  -3, 1, -15, -15, -31, -2, -3, ·, 1.0, 3, -8
NC(=O)C1CC(=O)N(c2ccc(OCC(=O)Nc3ccccc3F)cc2)C1 (stereo not given)
  -13, -1, -192, -13, -196, 4, 5, -73, -0.4, 6, -54
Cc1ccc(S(=O)(=O)N2CCN(C(=O)N3CCOCC3)CC2)c(C)c1
  3, 4, 24, -18, 7, 4, 8, 8, 0.1, -7, 2
CC1(C)CC(=O)C(C=NCCN2CCN(C(=O)CC3CCCC3)CC2)=C(O)C1
  1, ·, 4, 0, 7, -7, 2, -2, 2.6, -2, -8
CS(=O)(=O)c1ccc(-c2cccc(NC(=O)COc3ccc(Cl)cc3)c2)nn1
  4, 2, -4, -4, 6, -15, 6, 14, -0.5, -16, -16
CN(C)c1nc(NCc2ccccc2)nc(SCC(=O)Nc2ccccc2Cl)n1
  8, 2, 22, -8, 18, 9, 4, -2, 3.9, 1, 5
CC(NC(=O)Nc1cccc([N+](=O)[O-])c1)(C(F)(F)F)C(F)(F)F
  27, 0, 2, -8, 28, -6, 4, 6, 1.0, 29, 27
COc1ccc(C(=O)COC(=O)CNS(=O)(=O)c2ccc(C)cc2)cc1
  -2, 1, 16, 8, 1, 4, -2, 0, 1.5, -5, -11

# (list continues)
SMILES,LMP1 NFkB inh,NR2E3 ag-1,HIF-2a inh,NR2E3 ag-2,Peg3 promoter,CF NFkB inh,KKLEB cytotox,MITF TRPM1 inh,hiPSC survival,C8 TRAIL sens,Shn3 inh set2
Cc1nc2c(O)c3c(c(O)c2nc1C)C1C=CC3CC1,68*,·,-4,24,93*,83*,-34,63*,-1.5,14,97*
CC(=O)Nc1ccc2c(c1)C(=O)N(c1ccc(C)cc1)C2=O,-4,2,-31,-35,-11,10,10,-2,-0.6,-2,-26
CCCCN(C(=O)CSc1nc2ccccc2s1)c1c(N)n(CCCC)c(=O)[nH]c1=O,-13,·,-5,-39,-5,2,-8,22,-1.2,1,2
Cc1cc(/C=N/NC(=O)c2ccccc2F)c(C)n1-c1ccccc1,-28,1,-181,-95,-153,39,-35,-94,0.7,31,-87
O=C(CNC(=O)c1ccccc1F)OCC(=O)N1CCCCC1,-1,0,15,8,2,-2,4,-12,3.0,-7,-9
COc1ccc(C2C(C(=O)c3cccs3)=C(O)C(=O)N2CCN2CCOCC2)c(OC)c1 (stereo not given),-1,-1,3,-55,16,16,-7,·,-0.3,9,5
COc1ccc(CNCCc2ccccc2)cc1OCC(N)=O,-1,3,-38,-19,-9,-4,-14,-24,5.4,-2,-38
N#Cc1ccccc1NC(=O)Nc1cccc(Cl)c1,-1,3,6,-20,-5,-4,2,8,1.7,-17,8
COc1ccc(CN2C[C@@H](CO)O[C@@H](n3cnc4c(N5CCN(c6ccccc6)CC5)ncnc43)C2)cc1,·,·,-2,-10,39,-8,-13,·,1.3,15,24
C#Cc1cccc(NC(=O)c2ccc(Cl)cc2Cl)c1,-36,1,-231,-122,-368,11,0,-86,-0.6,19,-162
CC(=O)Nc1cc(Cl)c(N=Cc2ccc(O)cc2O)cc1Cl,1,-2,10,9,20,17,6,15,0.6,-2,-1
CCOC(=O)C1=C(C)OC(N)=C(C#N)C1C1CCCCC1 (stereo not given),-4,1,21,-56,21,4,-11,-4,-0.6,11,9

# Not all compounds are listed; count on the stated rates, not on these rows.
